PI5P4K alpha inh = inhibitors of human PI5P4K alpha | PI5P4Kalpha enzyme, ADP-Glo luminescence, 60 min; active compounds read low | P48426 | max response, % | 330,000 compounds, 1.2% hits | AID 652105; active = max response of -50% or lower; inconclusive = between -30% and -50%; inactive = -30% or higher; note: value at the top dose of about 77 µM; % is set by controls: 0 for no effect and ±100 for the full control effect
Target sequence (P48426 whole entry, looked up): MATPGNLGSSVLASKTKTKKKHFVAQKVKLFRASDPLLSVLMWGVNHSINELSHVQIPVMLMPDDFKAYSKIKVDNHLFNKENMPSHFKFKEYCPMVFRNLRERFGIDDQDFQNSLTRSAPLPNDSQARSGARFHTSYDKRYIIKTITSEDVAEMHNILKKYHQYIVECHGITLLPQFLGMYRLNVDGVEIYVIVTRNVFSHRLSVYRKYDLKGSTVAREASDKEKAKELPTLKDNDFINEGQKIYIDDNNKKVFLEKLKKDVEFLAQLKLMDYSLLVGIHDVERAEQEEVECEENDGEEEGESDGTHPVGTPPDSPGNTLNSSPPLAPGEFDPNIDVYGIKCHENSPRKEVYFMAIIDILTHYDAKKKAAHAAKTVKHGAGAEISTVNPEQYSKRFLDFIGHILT
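Enzyme plus substrate dispensed, test compounds pinned in, then ATP (5 microM final) added. After 60 min at RT, ADP-Glo reagent 1 for 45 min and reagent 2 for 30 min preceded luminescence imaging.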
Abeta yeast res = compounds reversing amyloid beta toxicity in yeast; yeast expressing A-beta42, growth rescue, OD600, 48 h; response scale: 0% DMSO, 100% iron-clioquinol control; Potency, µM (highest dose often 46.1 µM), without a hit: at the highest dose growth rescue, most hits filed as activators; 410,000 compounds, 0.063% hits; AID 1347071; note: potency is the fitted concentration of half-maximal effect; nearly all actives have a fitted effect of over 55% in size
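Yeast growth medium received pinned compounds, then yeast cells expressing toxic A-beta were added; plates incubated at 30 C for 48 hr. Growth read as absorbance at 600 nm, normalized to DMSO and equimolar FeCl3 plus clioquinol controls.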
WRN helicase inh = inhibitors of human WRN helicase. Q14191. WRN helicase unwinding, fluorescent forked duplex, kinetic. Potency, µM (doses to about 114 µM), inactives show at the highest dose activity change, negative = inhibition, actives largely listed as inhibitors. 360,000 compounds, 0.46% hits. AID 651768; note: potency is the fitted concentration of half-maximal effect; % is set by controls: 0 for no effect and ±100 for the full control effect; nearly all actives have a fitted effect of over 55% in size
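Fluorescence dequenching readout, ex 525 nm/em 598 nm, kinetic mode: forked duplex DNA (100 nM final) with adjacent fluorophore and quencher unwound by WRN (20 nM final) with 2 mM ATP. Compound preincubation 15 min, room temperature.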
FUS suppressor = suppressors of FUS proteinopathy in yeast | 390,000 compounds, 0.24% hits | Potency, µM (series often up to 76.6 µM), for the others: top-dose growth rescue (activation), actives largely listed as activators | S. cerevisiae FUS-expressing, growth rescue, OD600, 24 h | AID 1347120;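 note: potency is the fitted concentration of half-maximal effect; plate controls were DMSO vehicle for no effect and reference control for full effect; nearly all actives have a fitted effect of over 55% in size; some results filed as inactive show a strong effect at the top dose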
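Restored growth of FUS-toxic S. cerevisiae, read as 600 nm absorbance after 24 h at 30C in galactose medium (starting OD 0.005). Controls CP55940 and DMSO.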
EPAC1 antag = blocks human EPAC1 exchange factor; O95398; EPAC1 GEF assay, Rap1b-BODIPY-GDP exchange fluorescence; Potency, µM (titrated, usually from 115 µM), without a hit: top-dose activity change, negative = inhibition, most hits filed as inhibitors; 360,000 compounds, 0.14% hits;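 note: potency is the fitted concentration of half-maximal effect; plate controls were vehicle for no effect and positive control for full effect; nearly all actives have a fitted effect of over 50% in size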
EPAC1 ag = activates human EPAC1 exchange factor | 360,000 compounds, 0.073% hits | O95398 | Potency, µM (doses to about 154 µM), without a hit: at the top dose activation, hits mostly activators | EPAC1 agonist qHTS, biochemical assay; response scale: 100% = response to 6.5 mM cAMP; note: potency is the fitted concentration of half-maximal effect; nearly all actives have a fitted effect of over 60% in size
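Multi-concentration qHTS readout: loss of Rap1B-bound BODIPY-GDP fluorescence driven by 100 nM EPAC1 with excess GDP (50 uM), monitored kinetically at room temperature; agonist response expressed relative to 6.5 mM cAMP.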
PLK1 PBD block = blocks phosphopeptide binding to human PLK1 polo-box domain | P53350 | Plk1 PBD binding of FITC phosphopeptide, fluorescence polarization | Potency, µM, without a hit: max response, negative = inhibition, usual class: inhibitors | 360,000 compounds, 2.8% hits; note: potency is the fitted concentration of half-maximal effect; series mostly up to about 57 µM; % is set by controls: 0 for no effect and ±100 for the full control effect; nearly all actives have a fitted effect of over 65% in size
Target sequence (P53350 whole entry, looked up, the tested form may be a part): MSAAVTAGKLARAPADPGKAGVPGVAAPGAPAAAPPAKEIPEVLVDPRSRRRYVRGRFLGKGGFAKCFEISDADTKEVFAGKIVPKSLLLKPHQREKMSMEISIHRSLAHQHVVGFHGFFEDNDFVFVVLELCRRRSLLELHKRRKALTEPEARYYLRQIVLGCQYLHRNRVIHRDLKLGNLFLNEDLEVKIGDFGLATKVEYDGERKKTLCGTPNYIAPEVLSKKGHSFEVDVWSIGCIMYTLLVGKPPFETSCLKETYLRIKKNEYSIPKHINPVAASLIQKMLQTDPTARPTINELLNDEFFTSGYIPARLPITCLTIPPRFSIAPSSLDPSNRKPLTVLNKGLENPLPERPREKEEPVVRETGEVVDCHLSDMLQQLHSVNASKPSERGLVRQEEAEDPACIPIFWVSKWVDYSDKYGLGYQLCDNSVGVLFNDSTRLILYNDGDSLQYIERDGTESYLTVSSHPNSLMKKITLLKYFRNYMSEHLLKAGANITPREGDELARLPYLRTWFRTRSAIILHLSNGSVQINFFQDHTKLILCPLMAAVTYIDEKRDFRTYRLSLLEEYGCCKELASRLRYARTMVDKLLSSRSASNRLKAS
IL2 activator = IL-2 activation. IL-2 activation reporter assay, cell-based qHTS; stimulated with anti-CD3/CD4/CD28 beads; in transgenic mouse T cells. activation, % (series mostly up to about 46 µM). 360,000 compounds, 0.065% hits. AID 652025; in the data active = activation above about 50%; inconclusive = mostly about 30% to 49%; note: 0% is about no effect
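Using fluorescent plate cytometry, EGFP and DsRed are detected in transgenic mouse T cells stimulated 18 h at 37 degrees C with antibody-coated beads after 60 min compound pretreatment.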
* hit, by the source's call; ? = inconclusive; . = no result given; [ ] = remark or other dose. Unless noted, calls come from the whole dose curve; as a rule, active = well fitted curve in the direction sought with a large enough effect; inconclusive = small, poorly fitted or top-dose-only effect, or another doubt; inactive = no such curve, though single readings can be large; an effect the other way counts as inactive or inconclusive.

SMILES	PI5P4K alpha inh	Abeta yeast res	WRN helicase inh	FUS suppressor	EPAC1 antag	EPAC1 ag	PLK1 PBD block	IL2 activator
Cc1ccccc1OCC(=O)NS(=O)(=O)c1ccc(Cl)cc1	5	5%	-9%	.	-2%	7%	-6%	-2.8
CN(C(=S)NC(=O)C1CC1)c1ccc(O)cc1	4	1%	5%	.	3%	2%	-12%	0.2
Cc1cccc(N2C(=O)N3[C@H](c4ccc(Cl)cc4)[C@@H]4C(=O)N(C5CCCCC5)C(=O)[C@@H]4[C@]3(Cc3ccc(Cl)cc3)C2=O)c1	0	6%	-5%	?	4%	-3%	-11%	0.0
CCS(=O)(=O)N1CCC(C(=O)Nc2cc(Cl)ccc2O)CC1	-6	5%	-20%	-26%	-6%	1%	-3%	-0.2
Cn1c(=O)oc2cc(S(=O)(=O)Nc3ccc(Cl)cc3)ccc21	-9	6%	2%	3%	8%	1%	4%	1.7
O=C(Cn1cnc2c(nnn2Cc2ccc(F)cc2)c1=O)NCc1ccccc1	1	3%	-11%	-19%	-27%	-7%	-18%	0.9
COc1ccc(NC(=O)c2ccccn2)cc1	-11	-28%	-26%	-11%	-12%	14%	-8%	1.6
COCCNC(=O)/C(C#N)=C/c1ccccc1Br	-63*	17%	2%	8%	-12%	-6%	24µM*	1.3
COc1cc2[nH]c(=O)c(C(=O)NCc3ccc(F)cc3)c(O)c2cc1OC	-3	8%	1%	-18%	-1%	14%	-4%	0.4
COc1ccc(CN(C)CC(O)COC(c2ccccc2)c2ccccc2)c(OC)c1OC (stereo not drawn)	3	6%	-8%	17%	-29%	2%	4%	-1.2
Cc1ccc(-n2nnnc2SCC(=O)N2c3ccccc3NC(=O)C2(C)C)cc1	.	6%	6%	9%	-5%	4%	-6%	-2.5
CC(C)(C)C1=NN=C2c3ccccc3C(=O)C21 (stereo not drawn)	1	-35%[inhibitor]	-6%	-26%	-23%	1%	?	5.4
CCOC(=O)c1c(C)nn(-c2ncccc2NC(=O)CCC(=O)O)c1C	-3	-10%	-18%	15%	-37%	2%	-1%	3.8
Cc1cc(C)cc(N(C(=O)Cc2cccs2)C(C(=O)NC2CCCCC2)c2ccccn2)c1 (stereo not drawn)	-5	-4%	4%	54%	10%	-5%	-7%	-1.4
CCCC(CCC)C(=O)Nc1cccc(-c2cn3c(n2)SCC3)c1	1	-12%	-1%	2%	-9%	-2%	-4%	-0.8
CCCCCc1nnc(NC(=O)C2=COCCO2)s1	1	23%	-18%	8%	-4%	-59%[inhibitor]	-11%	0.4
CCOC(=O)c1[nH]c(C)c(CN(CCc2ccccc2)C(=O)CCC(=O)O)c1C	2	8%	3%	21%	8%	-4%	1%	-1.2
CCn1c(/C=C/Nc2ccccc2)[n+](CC)c2ccc(C(=O)OCC(F)(F)F)cc21	6	-12%	26%	-1%	6%	-6%	3%	-1.0
Cc1ccccc1NC(=O)c1ccc(NC(=O)c2ccco2)cc1	.	-23%	-6%	5%	-3%	-4%	3%	0.2
Cc1cc(S(=O)(=O)NCc2ccccc2)ccc1OCC(=O)N1CCCC1	3	0%	1%	5%	-1%	11%	1%	0.1
CCC(=O)N(Cc1c(C)nn(-c2ccccc2)c1Cl)c1ccc(Cl)cc1	6	-11%	-12%	.	2%	-3%	-1%	-6.7
CS/C(N)=N/N=C/c1ccc([N+](=O)[O-])cc1	-8	-7%	-6%	19%	-2%	1%	-4%	-1.9
O=C(c1ccco1)N1CCN(C2CN(C3CCCC3)S(=O)(=O)C2)CC1 (stereo not drawn)	10	-10%	-10%	-22%	5%	10%	-5%	0.7
COc1ccc(/C=N/NC(=O)c2ccncc2)cc1CN1CCCc2ccccc21	-1	11%	-11%	47%	-17%	-5%	4%	-0.6
Cc1ccc2sc(C)[n+](CCC(C)S(=O)(=O)[O-])c2c1 (stereo not drawn)	1	0%	-25%	29%	-8%	5%	-13%	3.6

Additional results follow.
SMILES	PI5P4K alpha inh	Abeta yeast res	WRN helicase inh	FUS suppressor	EPAC1 antag	EPAC1 ag	PLK1 PBD block	IL2 activator
O=C(Nc1ccc([N+](=O)[O-])cc1)c1cccc(S(=O)(=O)Nc2cccnc2)c1	4	2%	-7%	13%	-17%	1%	0%	3.4
CCC(C)C(=O)Nc1nnc(SCC(=O)Nc2ccccc2F)s1 (stereo not drawn)	1	20%	0%	9%	1%	4%	2%	-0.8
Clc1ccc(-c2onc3c2CCCC3)cc1	13	-11%	1%	11%	11%	-1%	1%	0.9
CCCN(CC1CC1)C(=O)CCc1nnc(CCc2c[nH]c3ccccc23)o1	2	2%	-2%	19%	-29%	4%	-13%	-0.4
Cc1cc(-c2ccc(F)cc2)n2ncc(-c3ccccc3)c2n1	8	-7%	-7%	-1%	-1%	6%	-1%	11
O=C(CSc1nc(O)c(Cc2ccccc2)c(=O)n1-c1ccccc1)N1CCOCC1	6	-2%	4%	-15%	-4%	1%	-7%	0.4
O=C(CSCc1ccc(Cl)cc1)Nc1ccc(S(=O)(=O)N2CCCCCC2)cc1	4	20%	-13%	.	-7%	6%	-4%	1.6
COc1ccc(NC(=O)C(=O)NCCCO)cc1Cl	-2	9%	-1%	19%	4%	5%	-8%	-1.3
CCS(=O)(=O)c1nc(S(=O)(=O)c2ccc(Cl)cc2)c(N2CCN(C)CC2)s1	-2	11%	-7%	12%	-18%	5%	-4%	-0.8
Cc1cccc(OCC(=O)NCc2ccncc2)c1C	4	-1%	-1%	-36%	24%	1%	0%	-4.1
CN(C)c1cccc(C(=O)N2CCCC(C(=O)c3cc(F)ccc3F)C2)c1 (stereo not drawn)	-4	4%	5%	8%	0%	-2%	-7%	-3.8
COc1ccc(C2(C(=O)Nc3ccc(C)cc3)CCOCC2)cc1	-1	-12%	-8%	10%	0%	5%	-12%	0.3
Cc1ccc(-n2c(Cc3ccccc3)n[nH]c2=S)c(C)c1	8	8%	-4%	0%	-3%	-17%	-8%	-1.1
Oc1ccc(-c2cn3ccccc3n2)cc1O	-14	-4%	-10%	-18%	-6%	-8%	-1%	-2.8
COc1cccc(C(=O)C2CCCN(Cc3cn[nH]c3C3CCCCC3)C2)c1 (stereo not drawn)	2	3%	6%	5%	0%	6%	-2%	2.1
Cc1cc(C)c2cc(CN(CC3CCCO3)S(=O)(=O)c3ccc4c(c3)OCCO4)c(=O)[nH]c2c1 (stereo not drawn)	.	10%	-19%	?	-5%	7%	0%	1.0
CCCCS(=O)CC(CS(=O)CCCC)OC(=O)c1ccccc1 (stereo not drawn)	.	-1%	11%	23%	-9%	9%	-10%	1.9
CCC(=O)Nc1cccc(NC(=O)COc2ccc(OC)cc2)c1	0	22%	4%	23%	0%	0%	-8%	0.3
CCN1CCN(C(=O)/C=C/c2ccc(OC)cc2)CC1	0	-5%	8%	0%	13%	-2%	-5%	-3.3
Cc1ccccc1OCC(=O)OCC(=O)NCC1CCCO1 (stereo not drawn)	-3	9%	1%	3%	15%	1%	3%	-3.2
CCOC(=O)Cn1c(=O)oc2cc(S(=O)(=O)NCCc3ccc(C)cc3)ccc21	-5	?	0%	4%	0%	-5%	3%	-0.5
O=[N+]([O-])c1cc([N+](=O)[O-])c(Oc2cccc3ccccc23)cc1NN1CCCCC1	4	-3%	-4%	2%	?	8%	-3%	-2.8
Cc1sc(NC(=S)NC(=O)C2CCCCC2)c(C(N)=O)c1C	-28	-8%	0%	.	10%	5%	-29%	1.4
CCOc1ccc(NC(=O)Nc2cccn(Cc3ccccc3)c2=O)cc1	-8	5%	-16%	-15%	-7%	12%	1%	-1.3
Cn1cc(S(=O)(=O)NCc2ccco2)c(=O)n(C)c1=O	1	2%	6%	-35%	2%	-4%	-7%	-1.2
O=C(c1cc(F)ccc1F)C1CCCN(Cc2cccn2-c2ccccn2)C1 (stereo not drawn)	-2	9%	5%	-8%	-26%	-3%	-16%	0.7
COC(=O)c1cccc(NC(=O)CN2CCc3ccccc3C2)c1	2	-10%	3%	4%	11%	13%	-10%	-0.4
Cc1cc(C)c(NC(=O)CN2C(=O)NC(CCc3ccccc3)C2=O)c(C)c1 (stereo not drawn)	3	-9%	5%	-24%	-2%	-11%	1%	-3.6

14 entries out of the list, ordered by formula weight, low to high.
SMILES	PI5P4K alpha inh	Abeta yeast res	WRN helicase inh	FUS suppressor	EPAC1 antag	EPAC1 ag	PLK1 PBD block	IL2 activator
Oc1ccc(-c2cn3ccccc3n2)cc1O	-14	-4%	-10%	-18%	-6%	-8%	-1%	-2.8
Clc1ccc(-c2onc3c2CCCC3)cc1	13	-11%	1%	11%	11%	-1%	1%	0.9
CCN1CCN(C(=O)/C=C/c2ccc(OC)cc2)CC1	0	-5%	8%	0%	13%	-2%	-5%	-3.3
Cc1cc(-c2ccc(F)cc2)n2ncc(-c3ccccc3)c2n1	8	-7%	-7%	-1%	-1%	6%	-1%	11
Cc1ccccc1OCC(=O)OCC(=O)NCC1CCCO1 (stereo not drawn)	-3	9%	1%	3%	15%	1%	3%	-3.2
CCC(=O)Nc1cccc(NC(=O)COc2ccc(OC)cc2)c1	0	22%	4%	23%	0%	0%	-8%	0.3
CCOc1ccc(NC(=O)Nc2cccn(Cc3ccccc3)c2=O)cc1	-8	5%	-16%	-15%	-7%	12%	1%	-1.3
Cc1cc(C)c(NC(=O)CN2C(=O)NC(CCc3ccccc3)C2=O)c(C)c1 (stereo not drawn)	3	-9%	5%	-24%	-2%	-11%	1%	-3.6
O=C(c1cc(F)ccc1F)C1CCCN(Cc2cccn2-c2ccccn2)C1 (stereo not drawn)	-2	9%	5%	-8%	-26%	-3%	-16%	0.7
COc1cccc(C(=O)C2CCCN(Cc3cn[nH]c3C3CCCCC3)C2)c1 (stereo not drawn)	2	3%	6%	5%	0%	6%	-2%	2.1
CCOC(=O)Cn1c(=O)oc2cc(S(=O)(=O)NCCc3ccc(C)cc3)ccc21	-5	?	0%	4%	0%	-5%	3%	-0.5
O=C(CSc1nc(O)c(Cc2ccccc2)c(=O)n1-c1ccccc1)N1CCOCC1	6	-2%	4%	-15%	-4%	1%	-7%	0.4
CCS(=O)(=O)c1nc(S(=O)(=O)c2ccc(Cl)cc2)c(N2CCN(C)CC2)s1	-2	11%	-7%	12%	-18%	5%	-4%	-0.8
Cc1cc(C)c2cc(CN(CC3CCCO3)S(=O)(=O)c3ccc4c(c3)OCCO4)c(=O)[nH]c2c1 (stereo not drawn)	.	10%	-19%	?	-5%	7%	0%	1.0
